OX1R antag: OX1R (HCRTR1) antagonists, primary screen, fluorescence, CHO/OX1R cells, Fluo-8 calcium, orexin A; Orexin/Hypocretin receptor type 1 (Homo sapiens), O43613; actives 0.43% (n = 330,000); inhibition, % at 5 µM; Fluo-8 calcium fluorescence;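 active = inhibition above its plate's threshold, mean inhibition of all tested compounds on the plate plus 3 SD, cut at about 37% in these data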;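 note: 0% = orexin A challenge wells and 100% = SB-334867-A antagonist wells; not every result past the cut was called active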
Target sequence (O43613 whole entry, looked up): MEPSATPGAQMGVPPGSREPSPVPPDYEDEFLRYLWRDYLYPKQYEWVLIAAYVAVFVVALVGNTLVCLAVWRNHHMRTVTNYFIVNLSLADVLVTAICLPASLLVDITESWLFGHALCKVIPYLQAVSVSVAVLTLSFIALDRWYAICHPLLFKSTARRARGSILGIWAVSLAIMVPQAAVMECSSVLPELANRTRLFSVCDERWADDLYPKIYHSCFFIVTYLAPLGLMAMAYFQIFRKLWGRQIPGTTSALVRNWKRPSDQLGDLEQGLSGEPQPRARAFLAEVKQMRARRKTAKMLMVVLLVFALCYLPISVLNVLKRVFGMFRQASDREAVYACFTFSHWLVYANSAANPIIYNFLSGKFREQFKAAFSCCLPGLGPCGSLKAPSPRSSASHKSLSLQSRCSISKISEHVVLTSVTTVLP
CHT PAM: CHT positive allosteric modulators, primary screen, cell-based, membrane potential dye, choline EC20; B-score at 10 µM; actives 0.49% (n = 310,000); CHT-expressing cells; hits give high values; LV-AA mutant CHT in HEK293 cells;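 active = initial fluorescence not abnormally high and integrated response B-score, plate-corrected, over 3 SD above library mean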
Target sequence (Q9GZV3 whole entry, looked up): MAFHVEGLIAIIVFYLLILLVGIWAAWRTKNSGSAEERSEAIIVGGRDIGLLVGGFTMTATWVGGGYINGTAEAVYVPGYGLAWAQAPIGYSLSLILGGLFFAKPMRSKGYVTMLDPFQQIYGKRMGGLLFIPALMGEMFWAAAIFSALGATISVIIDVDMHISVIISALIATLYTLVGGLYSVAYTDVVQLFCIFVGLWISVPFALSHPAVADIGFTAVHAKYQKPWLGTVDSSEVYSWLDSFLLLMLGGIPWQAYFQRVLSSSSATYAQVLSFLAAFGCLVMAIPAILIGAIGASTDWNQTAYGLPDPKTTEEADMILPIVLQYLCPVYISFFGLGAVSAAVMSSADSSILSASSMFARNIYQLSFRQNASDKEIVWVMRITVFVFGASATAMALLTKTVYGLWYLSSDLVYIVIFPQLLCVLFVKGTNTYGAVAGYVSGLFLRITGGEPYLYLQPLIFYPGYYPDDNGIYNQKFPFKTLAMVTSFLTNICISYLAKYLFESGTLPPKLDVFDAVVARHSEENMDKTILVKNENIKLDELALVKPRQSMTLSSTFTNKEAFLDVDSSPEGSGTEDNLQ
Active calls of the source: *; i = inactive; . = no result given.

Every second line gives: OX1R antag, CHT PAM
CC(=O)c1ccc(S(=O)(=O)Nc2ccc(C(=O)NCC(c3ccccc3)N(C)C)cc2)cc1 (stereo not given)
 : -8.5, i
COc1ccc(C)cc1S(=O)(=O)N1CCCC(C(=O)NCC2CCCO2)C1 (stereo not given)
 : -6.7, i
COc1ccccc1NC(=O)N1CCN(c2ncccn2)CC1
 : -19.1, i
COc1ccc(-c2[nH]c3ccccc3c2SCCNC(=O)c2cc3ccccc3oc2=O)cc1
 : -16.0, i
CCOC(=O)CNC(=O)N1CCCC(N(C)CCc2ccccc2)C1 (stereo not given)
 : -17.0, i
COc1cccc(NC(=S)NCc2cccnc2)c1
 : 7.5, i
O=C(Cc1ccc([N+](=O)[O-])cc1)OCc1c(F)cccc1Cl
 : -4.9, i
Cc1ccc(NC(=O)COC(=O)c2ccc3c(c2)OCCO3)cc1
 : -18.2, .
COc1cccc(NC(=S)N(Cc2ccco2)C(C)c2ccco2)c1 (stereo not given)
 : 7.0, i
O=S(=O)(Nc1nnc(C(F)(F)F)s1)c1ccc(Cl)cc1
 : 3.7, i
COC(=O)c1sccc1NC(=O)CCC1CCCCC1
 : -26.2, i
O=C(NC(Nc1nc2ccc([N+](=O)[O-])cc2s1)(C(F)(F)F)C(F)(F)F)c1ccccc1
 : 59.4*, i
CCOC(=O)CNc1ncc(C(F)(F)F)cc1Cl
 : -8.8, i
COc1cc(/C=C/C(=O)O)cc(S(=O)(=O)NCCCC(=O)O)c1OC
 : -12.1, i
O=C(c1ccc(CS(=O)(=O)c2ccccc2)o1)N1CCOCC1
 : -14.7, i
COc1ccc(OC)c(C2C(C(N)=O)=C(C)Nc3nc(-c4cccc(Cl)c4)nn32)c1 (stereo not given)
 : -18.8, i
Cc1ccc(F)c(NC(=O)CCOc2ccccc2C)c1
 : -25.9, i
O=C(O)CC1NC(=O)N(C2CCCCC2)C1=O (stereo not given)
 : 3.2, i
O=C(c1ccco1)N1CCN(C(=O)c2cnn3c2NC(c2cccs2)CC3C(F)(F)F)CC1 (stereo not given)
 : -23.5, i
N#Cc1ccc2ccn(CC(=O)NC3CCCCC3)c2c1
 : -19.1, i

Arranged by length of the SMILES (rising): part of the list above.
Every second line gives: OX1R antag, CHT PAM
COc1cccc(NC(=S)NCc2cccnc2)c1
 : 7.5, i
COc1cccc(NC(=S)N(Cc2ccco2)C(C)c2ccco2)c1 (stereo not given)
 : 7.0, i
COc1ccc(OC)c(C2C(C(N)=O)=C(C)Nc3nc(-c4cccc(Cl)c4)nn32)c1 (stereo not given)
 : -18.8, i

Further compounds.
Every second line gives: OX1R antag, CHT PAM
C=CCc1ccc(OCCn2cccc2C=O)c(OC)c1
 : -17.9, i
Cc1cc(=O)oc2cc(OCCCN3C(=O)c4ccccc4C3=O)ccc12
 : -39.2, i
CSCCCNC(=S)N1CCc2ccccc2C1
 : -8.7, i
Cn1cnc(S(=O)(=O)N2CCN(c3ccccc3)CC2)c1
 : -12.2, i
CC(C)[C@H](NS(=O)(=O)c1ccccc1F)C(=O)NC1CCCCC1
 : 29.3, .
N/C(=N\O)c1ccc(NC(=O)c2ccc(Br)o2)cc1
 : -5.7, i
O=C(Nc1nc2n(n1)C(c1ccccc1)CC(c1ccc(Cl)cc1)N2)c1ccco1 (stereo not given)
 : -13.2, i
CC1(C)C/C(=N\NC(=S)Nc2ccccc2F)c2cc(O)ccc2O1
 : -8.2, i
Cc1cccnc1NC(=O)COc1ccc2oc3c(c2c1)CCCC3
 : -19.6, i
CCOC(=O)c1c(NC(=O)CSc2c[nH]c3ccccc23)sc2c1CCCC2
 : -18.9, i
CC1CCCCC12NC(=O)N(CC(=O)NNC(=O)c1ccc(Br)cc1)C2=O (stereo not given)
 : -11.8, .
O=C(CC1C(=O)NCCN1CC(c1ccccc1)c1ccccc1)NC1CC1 (stereo not given)
 : -10.4, i
CCCCC(=O)Nc1cc([N+](=O)[O-])ccc1F
 : 1.8, i
COc1ccc(CNC(=O)c2ccc3ccccc3n2)cc1OC
 : 9.4, i
Cc1ccc(OCC(=O)N(Cc2ccco2)C2CCS(=O)(=O)C2)cc1C (stereo not given)
 : -16.1, i
Cc1cc(NC(=O)CSc2nnc(Cc3ccccc3)o2)no1
 : -5.7, i
OCCCNc1ncnc2sc(-c3ccccc3)cc12
 : -2.9, i
COc1ccccc1C(=O)Nc1ccnn1C1CCN(C)CC1
 : -6.6, i
O=c1cc(-c2ccsc2)oc2cc(-c3ccc4c(c3)OCO4)ccc12
 : -11.8, .
Cc1ccc(C)c(NC(=O)Cc2ccc(S(=O)(=O)N3CCCCC3)s2)c1
 : -24.3, i

An excerpt from above in order of the OX1R antag value, high to low.
| Molecule | OX1R antag |
| --- | --- |
| CC(C)[C@H](NS(=O)(=O)c1ccccc1F)C(=O)NC1CCCCC1 | 29.3 |
| N/C(=N\O)c1ccc(NC(=O)c2ccc(Br)o2)cc1 | -5.7 |
| O=C(c1ccco1)N1CCN(C(=O)c2cnn3c2NC(c2cccs2)CC3C(F)(F)F)CC1 (stereo not given) | -23.5 |

(more compounds)
Every second line gives: OX1R antag, CHT PAM
COc1cc(NC(=O)CSc2nnc(-c3ccncc3)n2C2CCCCC2)ccc1NC(=O)c1ccco1
 : -34.5, i
Cc1cc(F)ccc1S(=O)(=O)Nc1ccc(C(=O)N2CCCCCC2)cc1
 : -21.1, .
CCOc1ccc(NC(=S)N(CCN2CCOCC2)Cc2cc3cc4c(cc3[nH]c2=O)OCO4)cc1
 : -26.6, i
Cc1ccc(S(=O)(=O)NCCNc2ccccc2[N+](=O)[O-])cc1
 : -14.6, i
CCOc1ccc2c(C)c(Cl)c(=O)oc2c1
 : -32.8, i
CNC(=O)C1(C(F)(F)F)C/C(=C\CCO)CCCO1 (stereo not given)
 : -7.0, i
COc1ccc(-c2c(C(C)=O)c(C)nc3sc4c(c23)NC(c2ccccc2)NC4=O)cc1 (stereo not given)
 : -23.3, i
CC(C)n1ncc2c(C(=O)NCCOc3ccccc3F)cc(C3CC3)nc21
 : -24.4, .
Cc1ccc(S(=O)(=O)C(C#N)=C2N(C)c3ccccc3N2C)cc1
 : -28.1, i
CCc1ccc(NC(=O)CNC(=O)[C@@H]2Cc3ccccc3CN2C(=O)OC(C)(C)C)cc1
 : -37.5, i
CCOC(=O)C(=O)N=Nc1c(O)n(C)c2ccccc12
 : -91.0, i
CN(C)C(CNC(=O)CCNC(=O)c1ccccc1Cl)c1ccco1 (stereo not given)
 : -3.7, .
Cc1nc2ccc(NC(=O)c3ccc(C)c(S(=O)(=O)N4CCOCC4)c3)cc2s1
 : -20.6, .
CCOC(=O)CNC(=O)c1nn(-c2cccc(OC)c2)c(=O)c2ccccc12
 : -16.6, i
CCN1C(=O)[C@H]2[C@H]3CN=C(SCc4ccc(OC)cc4)N3[C@@](CC)(C(=O)OC)[C@H]2C1=O
 : -15.0, .
O=C(c1ccccc1)C1CCN(C(=O)c2c(F)cccc2F)CC1
 : -8.2, i
COC(=O)c1[nH]c2ccc(C)cc2c1NS(=O)(=O)c1ccc(F)cc1
 : -7.8, i
Cc1ccccc1C1N(c2nccs2)C(=O)C2CCCN21 (stereo not given)
 : -7.4, i
Cc1ccc(S(=O)(=O)N2CCOCC2)cc1NC(=O)c1cc([N+](=O)[O-])ccc1N1CCOCC1
 : -36.5, i
COc1ccc(N2CCN(C(=O)c3ccc(CS(=O)Cc4ccc(C)cc4)o3)CC2)cc1 (stereo not given)
 : -8.3, i
COc1ccc(N(CC(=O)NCCSc2ccccn2)S(C)(=O)=O)cc1Cl
 : -22.6, i
CCOc1ccccc1NC(=O)C1CCCN(S(=O)(=O)c2cccc3nsnc23)C1 (stereo not given)
 : -6.9, i
CCOc1cc(C(c2c(C)[nH][nH]c2=O)c2c(C)[nH][nH]c2=O)cc(Br)c1OC
 : -1.4, i
COc1ccc2[nH]c(C)c(CCN(Cc3cccs3)C(=S)Nc3ccc(F)cc3)c2c1
 : -12.4, i
COC(=O)c1ccc(CN(C(=O)N2CCN(C)CC2)S(=O)(=O)c2ccc(C)cc2)cc1
 : -17.4, i
CCN(CC)c1ccc(NC(=O)COc2ccc(C#N)cc2)cc1S(=O)(=O)Nc1ccc(OC)cc1
 : -38.1, i
Cc1cccc(C(=O)NC(=S)NNC(=O)c2ccc(Cl)cc2)c1
 : 74.7*, i
CCn1c(/C=C/c2ccc(O)c(O)c2)nc2ccccc2c1=O
 : ., i
O=C(Cc1ccc(F)cc1)Nc1cccc(-c2cn3c(n2)SCC3)c1
 : -11.2, i
Cc1ccc(OC(=O)C(F)(F)F)c2c1NCCC2
 : 4.5, i
CC(=O)N1CCN(C(=O)CCc2nc3sc4c(c3c(=O)[nH]2)CCCC4)CC1
 : -20.2, i
Nc1ccc(S(=O)(=O)NCC(=O)OC2CCOC2=O)cc1[N+](=O)[O-] (stereo not given)
 : -8.4, .
O=C(NC1CCCC1)C1CCCN(S(=O)(=O)c2cnc[nH]2)C1 (stereo not given)
 : -10.6, i
CCOC(=O)c1cc(NC(=O)c2cc(C)on2)cc(C(=O)OCC)c1
 : -12.4, i
COc1ccc(CCC(C)NCC2CCCCC2)cc1 (stereo not given)
 : -27.6, i
Cn1cc(/C=C2/SC(=O)N(c3ccccc3)C2=O)c2ccccc21
 : -0.9, i
C=C(C)CCC(C)N1CCC(n2nccc2NC(=O)CCCc2ccccc2)CC1 (stereo not given)
 : -21.9, i
Cc1cc(S(=O)(=O)Nc2ccc(C(=O)NCC3CCCO3)cc2)ccc1F (stereo not given)
 : -12.2, .
CCCCCCC(=O)N1C/C=C\C(c2ccc(OC)cc2)N(Cc2ccc(F)cc2)C(=O)C1 (stereo not given)
 : -19.0, i
Cc1ccc2c(c1)c1c3n2CCN(CC(O)CNC(C)C)C3CCC1 (stereo not given)
 : -54.8, i
CCOC(=O)Cc1cc(C)[nH]c1C(=O)OCC
 : -6.6, i
CCOC(=O)CSc1nnc(-c2cc(OC)c(OC)c(OC)c2)o1
 : -2.9, i
COc1ccc(C(=O)OCC(=O)NCc2ccccc2)c(OC)c1OC
 : -13.7, i
COc1ccc(-n2c(SCC(=O)C(C)(C)C)nc3c(sc(=S)n3-c3ccccc3)c2=O)c(OC)c1
 : -32.4, i
CCCCNC(=S)NCc1ccc2c(c1)cc(C)n2C
 : -9.1, i
CSc1ccc(NC(=O)NCCCN2CCC(Cc3ccccc3)CC2)cc1
 : -16.9, i
COc1cccc(C2CC(c3ccc(C)cc3)n3nc(N)nc3N2)c1 (stereo not given)
 : -3.2, i
c1ccc(Nc2nc(-c3cccs3)cs2)nc1
 : -15.8, i
Cc1ccc(Nc2nnc(SCC(=O)Nc3ccccc3[N+](=O)[O-])s2)cc1
 : -49.6, i
O=C(Nc1cc([N+](=O)[O-])ccc1Cl)c1cccnc1
 : -14.6, i
CC(C)CC1NC(=O)c2ccc(Cl)cc2-n2c1nc1cc(F)ccc1c2=O (stereo not given)
 : -27.9, .
CC1CCN(C(=O)Cn2cc3c(n2)CCCC3)CC1
 : -2.5, i
C[C@@H]1NC(=O)N(CCCn2ccnc2)C1=O
 : -11.6, i
N#Cc1c(SC(C(=O)O)c2ccccc2)nc2c(c1-c1cccs1)CCCC2 (stereo not given)
 : -27.2, i
O=C(NCCC1=CCCCC1)C1CCCN(c2nc3ccccc3o2)C1 (stereo not given)
 : -33.3, i
Cc1cc(C)cc(NC(=O)c2cccc(C(=O)Nc3cc(C)cc(C)c3)n2)c1
 : -30.2, i
Cc1ccc(-n2ncc3c(NNC(=O)c4ccco4)ncnc32)c(C)c1
 : -5.0, i
Cc1cccc(NC(=O)Cn2cnc3ccccc3c2=O)c1C
 : -8.6, i
COCCN1C(=O)/C(=C/c2ccc(N3CCCC3)cc2)SC1=S
 : 50.4*, i
O=C(NC1CCS(=O)(=O)C1)OC1CCCCC1 (stereo not given)
 : -9.2, i

(listing goes on)
Every second line gives: OX1R antag, CHT PAM
CCN(CC(=O)NCc1cccs1)C(=O)c1ccc(S(=O)(=O)Nc2ccccc2F)cc1
 : -23.4, i
CCN1C=C(Cc2ccc(OC)cc2)C2=C(C1)C(c1ccc(OC)cc1)C(C#N)=C(N)O2 (stereo not given)
 : -0.7, i
O=C(COc1ccc(Cl)cc1)NCc1ccncc1
 : -4.7, i
C/C(=C\C(=O)c1ccccc1)Nc1ccc(N2CCOCC2)cc1
 : -15.8, i
CCOC(=O)CC(c1ccc([N+](=O)[O-])cc1)n1c(C)ccc1C (stereo not given)
 : -18.9, i
CC(C)(C)C(=O)NCCCNc1ccc([N+](=O)[O-])cc1
 : -10.1, i
CN(C)CC(NC(=O)c1cccc(S(=O)(=O)Nc2ccc3c(c2)OCO3)c1)c1ccccc1 (stereo not given)
 : -12.5, .
CC(C)C(c1nnnn1Cc1ccco1)N1CCC(C(N)=O)CC1 (stereo not given)
 : 4.2, i
CN(CC(=O)Nc1ccc(F)c(F)c1F)C(=O)c1ccc(-n2cncn2)cc1
 : -18.8, .
CCCc1cc(-c2n[nH]c(C)c2-c2ccc(C(=O)OCC)o2)c(O)cc1O
 : -4.9, i
CC(Oc1ccc(F)cc1)C(=O)NN (stereo not given)
 : -18.4, i
O=C1C2C3C=CC(C3)C2C(=O)N1c1cccc2cccnc12 (stereo not given)
 : -12.0, i
Cc1cc(C)c(C)c(S(=O)(=O)NC2CCCCC2)c1C
 : ., i
Cc1ccccc1NC(=O)NC(C)(C)CC(C)(C)C
 : 1.8, i
CCCOc1ccc(N2C(=O)CC(N(CCc3ccc(OC)cc3)C(=O)c3ccccc3)C2=O)cc1 (stereo not given)
 : -25.8, i
CCCN(C(=O)Cc1ccc(S(=O)(=O)N2CCOCC2)s1)c1c(N)n(Cc2ccccc2)c(=O)[nH]c1=O
 : -20.8, i
COC(=O)Cc1c(C)nc2nc(-c3ccc(OC)cc3)[nH]n2c1=O
 : -14.2, i
O=S(=O)(NC1CCc2ccccc21)c1ccc(S(=O)(=O)N2CCCC2)cc1 (stereo not given)
 : -13.1, i
CC1CCCCC1NC(=O)CN1CCC(O)(c2ccc3c(c2)OCO3)CC1 (stereo not given)
 : -4.0, i
O=C(COC(=O)Cc1ccc(F)cc1)NC(=O)NC1CCCC1
 : -7.8, .

From PubChem BioAssay
